# Screening data deposited in PubChem by National Center for Advancing Translational Sciences (NCATS).
# TRPV1 agonist – activates the human vanilloid receptor TRPV1; 0.19% of 320,000 active; activation, % at 8.33 µM; TRPV1-expressing cells, Fluo-8 calcium influx, agonist mode; AID 540275; in the data active = activation above about 80%; inconclusive = between about 30% and that limit; note: 0% is about no effect
#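 TRPV1-expressing cells were cultured overnight at 35.5C and loaded with Fluo-8 calcium dye for 40 to 90 min at room temperature. After a 10 s baseline, compound was added and calcium influx was read kinetically for 3 min (ex 480/em 520 nm).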
# Eya2 phos inh – Eya2 (human) phosphatase inhibition; O00167; recombinant Eya2, OMFP fluorescence dephosphorylation (OMFP is methylfluorescein phosphate); Potency, µM (top dose mostly 76.9 µM), inactives show at the top dose activity, negative = inhibition, most hits filed as inhibitors; 0.006% of 330,000 active; AID 488837; note: potency is the fitted concentration of half-maximal effect; % is set by controls: 0 for no effect and ±100 for the full control effect
#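 Eya2 (0.2 uM) preincubated 10 min at ambient with compound, then OMFP substrate added at 50 uM; 10 min reaction in 50 mM HEPES pH 7.5, 50 mM NaCl, 5 uM MgCl2, 0.05% BSA, 1 mM DTT. Fluorescence read at Ex 485/Em 525 nm.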
# Mito fusion act – inhibitors of mitochondrial division or activators of mitochondrial fusion; S. cerevisiae fusion-defective mutant growth rescue, CellTiterGlo 48 h; Potency, µM (series often up to 46.1 µM), inactives show at the highest dose growth rescue (activation), usual class: activators; 0.23% of 320,000 active;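 note: potency is the fitted concentration of half-maximal effect; % of control where 0% means no effect; nearly all actives have a fitted effect of over 45% in size; temperature-sensitive fusion mutants such as fzo1-1 at 37 °C on non-fermentable ethanol glycerol medium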
#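 Temperature-sensitive fusion-defective S. cerevisiae (e.g. fzo1-1, mgm1-5) were grown with compound in YPEG medium (3% ethanol, 3% glycerol) for 48 hours at 37C. Growth rescue was measured as viability by CellTiterGlo luminescence after 10 minutes at ambient.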
# A-T KAP1 phos – potential ataxia-telangiectasia treatment | […] A-T fibroblasts, KAP-1 phosphorylation AlphaLISA; neocarzinostatin DNA damage 30 min before lysis | Potency, µM (highest dose often 57.5 µM), without a hit: top-dose activation, most hits filed as activators | 0.19% of 320,000 active; note: potency is the fitted concentration of half-maximal effect; % of control where 0% means no effect; nearly all actives have a fitted effect of over 45% in size
#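 ATM-like activity read as KAP-1 phosphorylation via AlphaLISA donor/acceptor antibody pairs after lysis and 6 hr at 25C. Cells were ATM-null patient fibroblasts ([…], hTERT), dosed 60 min, then exposed to the DSB inducer NCS for 30 min.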
# ELG1 repair inh – ELG1-dependent DNA repair inhibition; 2.3% of 330,000 active; Potency, µM (titrated, usually from 46.1 µM), for inactives: at the highest dose activity change, negative = inhibition, usual class: inhibitors; AID 504467; HEK293T ELG1-luciferase reporter, luminescence, 16 h; DNA damage induced by 5-fluorouridine; note: potency is the fitted concentration of half-maximal effect; % is set by controls: 0 for no effect and ±100 for the full control effect; nearly all actives have a fitted effect of over 55% in size
#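 DMSO vehicle served as the neutral condition. Each well held 2,000 cells given 5-fluorouridine plus compound; after 16 hr at 37 °C/5% CO2, ONE-Glo was added and luciferase measured 30 min later.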
# KCNH2 3.1 block – blocks the human KCNH2 3.1 channel isoform | U2OS KCNH2 3.1, thallium flux FluxOr; hits give low values | activity change, % (tested at about 1.8 µM) | 0.95% of 340,000 active;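 active = maximum activity change below -70%; inconclusive = maximum activity change from -70% to -50%; inactive = maximum activity change above -50%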;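 note: thallium influx rate constant from kinetic fluorescence after stimulation buffer; % is set by controls: 0 for no effect and ±100 for the full control effect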
#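 U2OS cells transduced with KCNH2 3.1 mutant virus (1.77 x 10^8 /mL, 4 h), plated overnight at 37 C, loaded 45 min with FluxOr dye plus Red40 quencher. Thallium flux rate constant from kinetic reads after stimulation buffer, normalised to controls.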
# KCNH2 WT inh – blocks the wildtype human KCNH2 potassium channel | U2OS, BacMam KCNH2, thallium flux FluxOr; hits give low values | activity change, % at 1.84 µM | 0.37% of 340,000 active | AID 720551;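 active = maximum activity change below -70%; inconclusive = maximum activity change between -70% and -50%; inactive = maximum activity change above -50%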; note: % is set by controls: 0 for no effect and ±100 for the full control effect
#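 U2OS cells were transduced with wild-type KCNH2 virus (2.03 x 10^8 / mL) for 4 h at room temperature, then cultured overnight at 37 C. Thallium flux was read with FluxOr dye. Rate constants were normalized to DMSO controls.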
# TCR act – activates T cell receptor signaling; primary human leukocytes, anti-CD3, IL-2 HTRF, 48 h; Potency, µM (highest dose often 9.22 µM), for the others: top-dose activation of IL-2 secretion, most hits filed as activators; 330,000 tested, under 10 active; AID 504894; note: % of control where 0% means no effect
#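 Primary human leukocytes incubated 48 hr with anti-CD3 beads plus compound, without co-stimulation. Secreted IL-2 measured by HTRF (europium cryptate/d2 anti-IL-2 pair, 320 nm excitation, 665 nm emission).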
# USP2a inh – blocks human ubiquitin-specific protease USP2a. O75604. USP2 core, Ub-CHOP2 coupled fluorogenic reporter, 485/531. Potency, µM (highest dose often 38.3 µM), for the others: top-dose activity change, negative = inhibition, most hits filed as inhibitors. 0.01% of 330,000 active;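 note: potency is the fitted concentration of half-maximal effect; plate controls were DMSO wells for no effect and full inhibition by NEM control for full effect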
#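 Cell-free coupled assay: 10nM USP2 core preincubated 30min RT with compound in Tris-HCl pH 8.0/CaCl2/CHAPS buffer, then 25nM Ub-CHOP2 and 25nM reporter substrate; fluorescence (Ex 485/Em 531) read after 60min RT, normalized to NEM inhibition, concentration-response curves fitted.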
# TSHR antagonist – antagonists of human thyroid stimulating hormone receptor. 0.2% of 330,000 active. activity change, negative = inhibition, % at 11.5 µM. AID 504810. P16473. TSHR-expressing cells, TSH-stimulated cAMP HTRF, 2 h; hits give low values;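 active = activity change below a set negative limit, meaning inhibition stronger than a set level, cut at about -70% in these data; inconclusive = activity change between two set negative limits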; note: % is set by controls: 0 for no effect and ±100 for the full control effect
#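 TSHR-expressing cells, 200/well, pre-treated with compound, then stimulated with EC80 TSH (4nM final) for 2 hours at 37 deg C. cAMP measured by competitive HTRF: anti-cAMP cryptate antibody in lysis buffer plus cAMP-d2, read after 30 minutes at room temperature.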
# The depositor's hits bear a star; i = inactive; ? = inconclusive; · = no result given; [ ] = another dose, or the depositor's remark. Unless noted, calls come from the whole dose curve; as a rule, active = well fitted curve in the direction sought with a large enough effect; inconclusive = small, poorly fitted or top-dose-only effect, or another doubt; inactive = no such curve, though single readings can be large; an effect the other way counts as inactive or inconclusive.
SMILES,TRPV1 agonist,Eya2 phos inh,Mito fusion act,A-T KAP1 phos,ELG1 repair inh,KCNH2 3.1 block,KCNH2 WT inh,TCR act,USP2a inh,TSHR antagonist
Cc1cccc(C)c1NC(=O)CNCC(=O)N(C)C,0,-4%,-3%,-4%,8%,2,8,-56%,1%,6
Cc1cc(NCCCN2CCOCC2)n2ncc(-c3ccccc3)c2n1,2,-9%,-6%,0%,?,-4,-4,1%,2%,-6
COc1cccc(C(=O)NCC(=O)OCc2ccc(F)cc2Cl)c1,23,1%,-6%,-2%,14%,-3,-3,7%[46.1 µM],2%,-20
Cc1ccc(NC(=O)NNC(=O)COc2ccc([N+](=O)[O-])cc2)cc1C,3,14%,-7%,16%,8%,-6,14,6%,1%,30
CC(C)(C)NC(=O)NC(=O)COC(=O)CCC1CCCC1,?,?,-9%,45%,14%,2,1,-1%,-5%,2
COc1ccc(CCNC(=O)c2ccc3c(c2)N(Cc2ccc(C)cc2)CCS3)cc1OC,10,8%,-3%,5%,?,6,-9,-6%,4%,-11
COc1ccc(N(CC(=O)NN=C2CCCCCCC2)S(=O)(=O)c2ccccc2)cc1,-2,-21%,3%,5%,?,-23,0,1%,0%,1
COc1cc(/C=C2\C(=O)N(c3ccc(S(N)(=O)=O)cc3)N=C2C)ccc1OC(=O)c1ccco1,-1,0%,2%,7%,-11%,-17,-2,-6%,2%,0
CCN1CCN(C(=O)Cn2nc(C)c3sc4ccccc4c3c2=O)CC1,1,-10%,10%,0%,?,-11,4,-4%,1%,9
CN(C1(C)CCS(=O)(=O)C1)S(=O)(=O)c1cccc([N+](=O)[O-])c1 (centres undefined),-3,20%,-7%,12%,-13%,12,5,2%,1%,-4
CC1CCN(C(=O)/C(=C\c2ccccc2)NC(=O)c2ccccc2)CC1,20,2%,9%,1%,-3%,-13,4,-2%,-1%,3
O=C(N/C=C\n1cnc2cc(C(F)(F)F)ccc21)c1ccc([N+](=O)[O-])cc1,1,-17%,6%,11%,1%,4,-10,-181%,-2%,-5
Cc1cn2c(N)c(/C=C3\C=Nc4ccccc43)c(=O)nc2s1,·,14%,1%,7%,?,-6,1,5%,1%,18
CCN(Cc1ccccc1)C(=O)c1nn(-c2ccc(OC)cc2)c(=O)c2c1c1ccccc1n2C,26,-4%,4%,0%,18µM*,-4,i,-2%,1%,-5
CCc1c(C)[nH]c2ccccc2c1=O,0,-8%,-1%,1%,2%,-3,6,3%,-2%,-3

# Next section (four carried over from the part before).
SMILES,TRPV1 agonist,Eya2 phos inh,Mito fusion act,A-T KAP1 phos,ELG1 repair inh,KCNH2 3.1 block,KCNH2 WT inh,TCR act,USP2a inh,TSHR antagonist
O=C(N/C=C\n1cnc2cc(C(F)(F)F)ccc21)c1ccc([N+](=O)[O-])cc1,1,-17%,6%,11%,1%,4,-10,-181%,-2%,-5
Cc1cn2c(N)c(/C=C3\C=Nc4ccccc43)c(=O)nc2s1,·,14%,1%,7%,?,-6,1,5%,1%,18
CCN(Cc1ccccc1)C(=O)c1nn(-c2ccc(OC)cc2)c(=O)c2c1c1ccccc1n2C,26,-4%,4%,0%,18µM*,-4,i,-2%,1%,-5
CCc1c(C)[nH]c2ccccc2c1=O,0,-8%,-1%,1%,2%,-3,6,3%,-2%,-3
O=C(CN(C(=O)CCC(=O)Nc1nccs1)c1ccc(F)c(Cl)c1)NCc1ccco1,6,5%,3%,-1%,-2%,-9,-19,-2%,1%,-7
Cc1cc(C)c2c(N)c(C(=O)Nc3ccc(C)c(C)c3)sc2n1,-3,-22%,10%,8%,?,10,1,-5%,0%,-12
COCCn1c(SCC(=O)Nc2ccc3c(c2)OCCO3)nnc1C(C)C,-1,-9%,-20%,4%,-7%,-7,-13,0%,0%,6
Cc1c(NC(=O)C(C)OC(=O)CCc2c[nH]c3ccccc23)c(=O)n(-c2ccccc2)n1C (centres undefined),0,0%,-1%,8%,0%,0,-7,0%,0%,1
O=S(=O)(Cc1cc(-c2ccccc2Cl)no1)c1ccccc1,?,2%,-4%,3%,?,-12,3,-8%,3%,15
COc1ccccc1C(=O)COC(=O)c1cccc(S(=O)(=O)N2CCCC2)c1,3,-9%,-6%,-3%,-5%,·,13,1%,5%,0
Cc1nc(C)c(/C(O)=C/c2nc3ccccc3oc2=O)s1,1,4%,15%,0%,-1%,8,3,-3%[46.1 µM],3%,3
Cc1ccc(NC2SC(=O)N(Cc3cccc(C(=O)O)c3)C2=O)cc1 (centres undefined),0,22%,3%,3%,14%,11,-14,1%,-1%,7
Cc1nc2c(sc(=S)n2Cc2ccco2)c(=O)n1CC(=O)Nc1ccccc1F,3,-3%,-1%,15%,2%,-25,-13,0%,1%,-14
O=C(CCNC(=O)c1ccc(Br)cc1)Nc1cccc(S(=O)(=O)N2CCCC2)c1,7,-1%,-7%,13%,-14%,-5,0,6%,-1%,-1
O=C(COc1ccccc1)N1CCNC1=O,-3,3%,-1%,-1%,6%,17,-17,-2%,4%,3
Cc1cccc(C(=O)NCC(=O)OCC(=O)NCCNC(=O)COC(=O)CNC(=O)c2cccc(C)c2)c1,0,12%,-7%,-4%,13%,-1,-6,·,3%,30
OCCN1CCN(C(=S)Nc2ccc(SC(F)F)cc2)CC1,?,9%,-2%,0%,-30%,-4,-4,1%,-2%,7
COCCC(=O)N1CCCC(CCC(=O)NCc2ccc(F)c(F)c2)C1 (centres undefined),-1,1%,-1%,7%[11.5 µM],?,-13,-14,-2%,2%,-10
CCC(=O)Nc1ccc(Cl)c(NC(=S)NC(=O)COc2ccc(Cl)cc2)c1,1,-12%,-1%,0%,3%,-14,-7,-1%[46.1 µM],4%,-3
COCCNC(=O)C(=O)NCC1OCCN1C(=O)c1ccc(Cl)cc1 (centres undefined),-4,-14%,4%,-19%,0%,5,-1,-7%,0%,22
O=C(c1ccco1)N1CCN(Cc2csc(-c3ccccc3Cl)n2)CC1,22,-2%,-5%,2%,?,-3,1,-2%,-8%,-50
COC(=O)c1cn(-c2cccc(C)n2)cn1,-1,11%,-3%,5%,?,19,3,-7%,0%,6
CC(=O)Nc1ccc(S(=O)(=O)NCC2CCC(C(=O)N3CCCCCC3)CC2)cc1 (centres undefined),4,8%,-1%,3%,-15%,16,7,16%,2%,-2
Cc1ccc(N2CC(C(=O)Nc3ccc4c(c3)OCO4)CC2=O)cc1 (centres undefined),?,11%,-1%,-11%,-5%,3,-3,·,-2%,15
CCOc1cccc(/C=N/NC(=O)c2cc(-c3cccn3C)n[nH]2)c1O,0,3%,-5%,-2%[11.5 µM],?,9,-22,0%,1%,0
O=C(Cc1c(C(=O)O)[nH]c2ccccc12)NC1CCCC1,3,0%,-2%,5%,3%,-2,5,4%,2%,-16
O=C(N=C1SC2CS(=O)(=O)CC2N1c1ccc(F)cc1)C1CC1 (centres undefined),0,1%,-2%,11%,21%,-7,0,5%,3%,-109*
CC1(C)Cc2c(cnn2-c2cccc(F)c2)C(NC(=O)c2ccc(=O)[nH]n2)C1 (centres undefined),?,15%,9%,0%,2%,-6,17,-4%,-10%,19
CC(=O)c1c(C)oc2c1cc(NS(=O)(=O)c1ccc(C(=O)O)cc1)c1ccccc12,4,-2%,-22%,-9%,-3%,-12,-6,15%,-7%,8
Cc1ccc([C@@H]2C[C@H]3CN(Cc4cccc(Cl)c4)C(=O)[C@]34CCCN24)o1,-1,17%,-3%,1%,-10%,-8,3,9%,0%,-7
Cc1ccnc2ccc(SC(F)(F)F)cc12,-1,-5%,5%,2%,8%,·,11,-2%,0%,12
CC12CCC(C(=O)Nc3ccc(Br)cn3)(OC1=O)C2(C)C (centres undefined),8,1%,4%,3%,0%,-1,-5,2%,0%,-4
Cc1cccc(C(=O)N2CCC(=O)N(C(COCc3cccc(Cl)c3)Cc3ccccc3)CC2)c1 (centres undefined),22,-3%,?,0%,?,13,3,0%,-8%,-4
CCS(=O)(=O)c1ccc2c(c1)N(S(C)(=O)=O)CC(C(=O)NC1CC1)O2 (centres undefined),-3,18%,-2%,7%,7%,0,-1,-12%,4%,-4
CCCNC(=O)C(Cc1ccc(F)cc1)NC(=O)c1ccc(C#N)cc1 (centres undefined),-4,2%,-4%,2%,15%,3,-2,0%,0%,3
COc1cccc(/C=N/NC(=S)Nc2cccnc2)c1,1,6%,-8%,0%,?,3,-15,·,2%,1
O=[N+]([O-])c1ccccc1OCCN1CCOCC1,-2,-2%,-3%,3%,13%,-11,19,-1%,0%,4

# A portion of the library; the hit share may differ from the screen's.
